High-throughput results deposited in PubChem BioAssay by several laboratories.
KCNQ2 inh: KCNQ2 channel blockers in CHO-K1 cells – cell-based, FluxOR thallium flux, B-score, primary screen (AID 2156). B-score at 10 µM. 20 min; active compounds read low. 310,000 tested, 1.1% active;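 active = fluorescence ratio B-score at most minus 3 library SDs, with starting brightness B-score within 2 library SDs, cut at about -5.5 in these data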
Target sequence (O88943 whole entry, looked up): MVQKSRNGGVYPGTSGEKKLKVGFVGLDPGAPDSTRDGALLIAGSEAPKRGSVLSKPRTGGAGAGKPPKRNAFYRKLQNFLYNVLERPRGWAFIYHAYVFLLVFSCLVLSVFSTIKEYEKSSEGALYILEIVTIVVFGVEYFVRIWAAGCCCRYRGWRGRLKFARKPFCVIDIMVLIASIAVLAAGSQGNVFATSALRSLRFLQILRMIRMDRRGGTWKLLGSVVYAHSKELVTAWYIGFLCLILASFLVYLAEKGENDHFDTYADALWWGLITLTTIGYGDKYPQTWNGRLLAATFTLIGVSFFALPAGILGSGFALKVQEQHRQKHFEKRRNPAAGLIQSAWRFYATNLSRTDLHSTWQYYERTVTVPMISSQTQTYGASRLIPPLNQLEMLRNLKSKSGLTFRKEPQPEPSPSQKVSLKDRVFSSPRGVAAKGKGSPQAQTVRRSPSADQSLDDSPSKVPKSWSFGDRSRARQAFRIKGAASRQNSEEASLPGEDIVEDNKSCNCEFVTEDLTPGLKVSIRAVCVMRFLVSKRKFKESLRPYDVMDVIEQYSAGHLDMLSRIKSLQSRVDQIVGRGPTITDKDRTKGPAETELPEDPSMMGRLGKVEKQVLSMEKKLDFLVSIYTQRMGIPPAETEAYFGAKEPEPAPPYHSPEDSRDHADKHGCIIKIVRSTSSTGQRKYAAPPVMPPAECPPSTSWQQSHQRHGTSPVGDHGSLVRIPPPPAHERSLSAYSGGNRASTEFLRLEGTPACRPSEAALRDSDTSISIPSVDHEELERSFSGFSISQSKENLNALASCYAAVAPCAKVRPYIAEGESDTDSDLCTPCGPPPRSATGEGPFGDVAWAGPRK
Kir21 inh: blocks the mouse Kir2.1 inward-rectifier potassium channel | P35561 | HEK293-Kir2.1, FluxOR thallium flux fluorescence; active compounds read low | B-score at 10 µM | 310,000 tested, 0.85% active;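 active = fluorescence ratio B-score at or below minus 3 SD of library scores, with starting-brightness B-score within 2 SD, cut at about -4.2 in these data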;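 note: channel flux triggered by added potassium and thallium sulfate stimulus; B-score of peak minus minimum fluorescence over baseline after thallium stimulus; more negative B-score means stronger Kir2.1 block with less thallium influx; some compounds called inactive have numbers as strong as hits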
STK33 inh: blocks human STK33 kinase activity; AID 2661; purified STK33, MBP phosphorylation, ADP-Glo luminescence; Q9BYT3; inhibition, % at 10 µM; 320,000 tested, 0.073% active;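 active = inhibition at or above 25%, using the most active replicate where run in duplicate; inactive = inhibition below 25%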
* = called active by the depositor; & = joins results of further samples. Not all compounds are listed; the hit share may differ from the screen's.

Screening CC(C)(C#CC(=O)O)OOC(c1ccccc1)(c1ccccc1)c1ccccc1 returned KCNQ2 inh -11*, Kir21 inh 0.46 and STK33 inh -2.2.
`CCN1CCN(C(=O)Cc2c(C)n(C(=O)c3ccc(Cl)cc3)c3ccc(OC)cc23)CC1` gave KCNQ2 inh inactive, Kir21 inh -0.02 and STK33 inh 0.9.
`CCN1/C(=C\C=C\C2=[N+](CC)c3ccccc3C2(C)C)C(C)(C)c2ccccc21` gave KCNQ2 inh inactive, Kir21 inh -13 and STK33 inh 20.
For c1ccc2c(CN3CCCCCC3)c[nH]c2c1 the results were KCNQ2 inh inactive, Kir21 inh 0.01 and STK33 inh 0.0.
O=C(NC(Cc1ccccc1)C(=O)N1CCC2(CC1)OCCO2)C1CCCCC1 (configuration not stated) was read as KCNQ2 inh inactive, Kir21 inh 0.46 and STK33 inh 0.7.
`Cn1c[n+](C)cc1C(O)c1ccccc1` (configuration not stated) gave KCNQ2 inh inactive, Kir21 inh 0.65&-0.61 and STK33 inh -0.5&-0.5.
CCCC(=O)NC(Oc1ccc(OC)cc1)C(Cl)(Cl)Cl (configuration not stated) was read as KCNQ2 inh inactive, Kir21 inh -5.7* and STK33 inh 1.0.
For Cc1ccc2c(c1)N(C(C)C(=O)N1CCC3(CC1)OCCO3)C(=O)CO2 (configuration not stated) the results were KCNQ2 inh inactive, Kir21 inh -0.2 and STK33 inh -0.3.
For CCC(=O)c1cc(F)c(N2CCN(CC)CC2)cc1C the results were KCNQ2 inh inactive, Kir21 inh -2.1 and STK33 inh -1.1.
`Cc1ccccc1N1C(=O)NC(=O)/C(=C/c2ccc(N3CCOCC3)o2)C1=O` gave KCNQ2 inh inactive, Kir21 inh -3.5 and STK33 inh 0.0.
Screening CCOC(=O)C1=C(N)Oc2cc(C)oc(=O)c2C12C(=O)N1c3c(cccc32)C(C)CC1(C)C (configuration not stated) returned KCNQ2 inh inactive, Kir21 inh 0.11 and STK33 inh -0.8.
CC(C)N(Cc1ccco1)/N=C/c1c(O)n(Cc2ccccc2)c(=O)[nH]c1=O was read as KCNQ2 inh inactive, Kir21 inh -0.54 and STK33 inh -1.4.
`C[N+]1(C)[C@@H]2CC[C@H]1CC(OC(=O)C(c1ccccc1)c1ccccc1)C2` (some centres not stated) gave KCNQ2 inh inactive, Kir21 inh 0.94 and STK33 inh -0.1.
Screening Cc1cc(=O)oc2cc(OCC(=O)N3CCN(Cc4ccc5c(c4)OCO5)CC3)ccc12 returned KCNQ2 inh inactive, Kir21 inh -3 and STK33 inh -1.0.
Screening CN(N)N=Nc1nc2c([nH]1)c(=O)n(C)c(=O)n2C returned KCNQ2 inh inactive, Kir21 inh 1.6 and STK33 inh -1.4.
`C[N+]1(C)C2CCC1CC(OC(=O)c1ccccc1)C2` (configuration not stated) gave KCNQ2 inh inactive, Kir21 inh -1.5 and STK33 inh -1.3.
For CC1CCC(C)(NS(=O)(=O)OCC(Cl)(Cl)Cl)CC1 (configuration not stated) the results were KCNQ2 inh inactive, Kir21 inh -0.47 and STK33 inh 1.4.
Screening O=c1[nH]c(=O)n(Cc2ccccc2Cl)c(O)c1C=Nc1ccc(F)cc1 returned KCNQ2 inh inactive, Kir21 inh 0.02 and STK33 inh 1.5.
`O=C1CC(N2CC=C(c3ccccc3)CC2)C(=O)N1c1ccc(F)cc1` (configuration not stated) gave KCNQ2 inh inactive, Kir21 inh 0.11 and STK33 inh 2.3.
`CC(=O)N1CC(=O)Nc2ccc(Cl)cc2C1c1ccccc1` (configuration not stated) gave KCNQ2 inh inactive, Kir21 inh 1.2 and STK33 inh 2.2.

Continued (four carried over from the part before).
For CC1CCC(C)(NS(=O)(=O)OCC(Cl)(Cl)Cl)CC1 (configuration not stated) the results were KCNQ2 inh inactive, Kir21 inh -0.47 and STK33 inh 1.4.
Screening O=c1[nH]c(=O)n(Cc2ccccc2Cl)c(O)c1C=Nc1ccc(F)cc1 returned KCNQ2 inh inactive, Kir21 inh 0.02 and STK33 inh 1.5.
`O=C1CC(N2CC=C(c3ccccc3)CC2)C(=O)N1c1ccc(F)cc1` (configuration not stated) gave KCNQ2 inh inactive, Kir21 inh 0.11 and STK33 inh 2.3.
`CC(=O)N1CC(=O)Nc2ccc(Cl)cc2C1c1ccccc1` (configuration not stated) gave KCNQ2 inh inactive, Kir21 inh 1.2 and STK33 inh 2.2.
CC1CCN(CC(=O)c2cccc(C(F)(F)F)c2)CC1 was read as KCNQ2 inh inactive, Kir21 inh 0.1 and STK33 inh 0.4.
CCN1CCN(S(=O)(=O)c2ccc(Cl)nc2)CC1 was read as KCNQ2 inh inactive, Kir21 inh -0.23 and STK33 inh -1.9.
For CC(C)(C)c1ccc(O)c(N=Cc2c(O)ccc3ccccc23)c1 the results were KCNQ2 inh inactive, Kir21 inh 1.8 and STK33 inh -1.9.
`O=P(NS(=O)(=O)c1ccc(Br)cc1)(Oc1ccccc1)Oc1ccccc1` gave KCNQ2 inh inactive, Kir21 inh 2.6 and STK33 inh -0.7.
For O=P(Nc1cccc(F)c1)(Oc1ccccc1F)Oc1ccccc1F the results were KCNQ2 inh inactive, Kir21 inh -0.01 and STK33 inh -0.4.
For CCOC(=O)c1cc(C)sc1/N=C/C1C(=O)NC(=S)NC1=O the results were KCNQ2 inh inactive, Kir21 inh 0.92 and STK33 inh 1.1.
BrCC1C[n+]2c(SCc3ccccc3)nc3sc4c(c3c2O1)CCCC4 (configuration not stated) was read as KCNQ2 inh inactive, Kir21 inh -0.3 and STK33 inh -0.5.
`C[C@@H]1O[C@@H](O[C@H]2C[C@@H](O)[C@]3(CO)[C@H]4[C@H](O)C[C@]5(C)[C@@H](C6=CC(=O)OC6)CC[C@]5(O)[C@@H]4CC[C@]3(O)C2)[C@H](O)[C@H](O)[C@H]1O` gave KCNQ2 inh inactive, Kir21 inh 1.3 and STK33 inh -0.6&-2.6.
For CCOc1ccc(-n2c(O)c(C=NCCN(CC)CC)c(=O)[nH]c2=O)cc1 the results were KCNQ2 inh inactive, Kir21 inh 0.08 and STK33 inh -0.6.
`OC12Oc3ccccc3C=C1N1CCC2CC1` (configuration not stated) gave KCNQ2 inh inactive, Kir21 inh 1.3 and STK33 inh -1.0.
Screening CN1CCN(C(=O)OC2c3nccnc3C(=O)N2c2ccc(Cl)cn2)CC1 (configuration not stated) returned KCNQ2 inh inactive, Kir21 inh 0.37 and STK33 inh -0.7.
Cc1nc2ccccn2c1P(=S)(N1CCCCC1)N1CCCCC1 was read as KCNQ2 inh -5.5*, Kir21 inh -5.3* and STK33 inh -1.3.
Screening COc1ccc(CCn2c(O)c(C=NC3CC3)c(=O)[nH]c2=O)cc1OC returned KCNQ2 inh inactive, Kir21 inh 1.2 and STK33 inh -1.2.
`O=C(N/N=C/c1c(O)n(Cc2ccc(F)cc2)c(=O)[nH]c1=O)c1ccccc1` gave KCNQ2 inh inactive, Kir21 inh -0.47 and STK33 inh -0.2.
For CC1CN(O)C2CCc3nonc3C12O (configuration not stated) the results were KCNQ2 inh inactive, Kir21 inh 2.4 and STK33 inh 1.2.
`CC(=O)OC1C2CCCC1C(N1CCCC1)CC2` (configuration not stated) gave KCNQ2 inh inactive, Kir21 inh -1.8&-0.19 and STK33 inh -0.4&-0.9.
`COc1ccc(OCC(=O)N2CCN(Cc3c[nH]c4ccccc34)CC2)cc1` gave KCNQ2 inh inactive and Kir21 inh -2.1.
COP(=O)(C#Cc1ccccc1)C(O)c1ccc(Br)cc1 (configuration not stated) was read as KCNQ2 inh inactive, Kir21 inh -0.14 and STK33 inh -2.1.
CN1C(=O)c2ccccc2NC(=O)[C@]12O[C@@H]2c1ccccc1 was read as KCNQ2 inh inactive, Kir21 inh -0.45 and STK33 inh 0.8.
Screening CN1C(=O)C(=Cc2ccccc2OCc2ccc(C(=O)O)cc2)C(=O)N(C)C1=O returned KCNQ2 inh inactive, Kir21 inh 0.08 and STK33 inh -0.7.

Entries from the list above that have a thiophene ring, fused or not:
For CCOC(=O)c1cc(C)sc1/N=C/C1C(=O)NC(=S)NC1=O the results were KCNQ2 inh inactive, Kir21 inh 0.92 and STK33 inh 1.1.
BrCC1C[n+]2c(SCc3ccccc3)nc3sc4c(c3c2O1)CCCC4 (configuration not stated) was read as KCNQ2 inh inactive, Kir21 inh -0.3 and STK33 inh -0.5.

(further entries)
For O=c1[nH]c(=S)[nH]c(O)c1/C=N/N1CCOCC1 the results were KCNQ2 inh inactive, Kir21 inh 1.6 and STK33 inh -0.3.
CCc1ccc(-c2nn(Cc3ccccc3)cc2C=O)cc1 was read as KCNQ2 inh inactive, Kir21 inh -1.6 and STK33 inh -1.4.
COc1cccc(C(=O)C2CCCN(Cc3ccc4nsnc4c3)C2)c1 (configuration not stated) was read as KCNQ2 inh inactive, Kir21 inh -2.9 and STK33 inh -0.6.
`ON1C2CCCCC2N(O)C1c1ccccc1` (configuration not stated) gave KCNQ2 inh inactive, Kir21 inh -0.72 and STK33 inh -3.1.
COc1cccc(C(=O)C2CCCN(Cc3ccc(F)cc3)C2)c1 (configuration not stated) was read as KCNQ2 inh inactive, Kir21 inh -3.1 and STK33 inh -1.1.
`CCOC(=O)c1ccc(N=C(c2ccccc2)c2c(O)n(C)c(=O)n(C)c2=O)cc1` gave KCNQ2 inh inactive, Kir21 inh 0.29 and STK33 inh -0.6.
For COc1ccc(NC(=O)N2CCC3(CC2)OCCO3)cc1OC the results were KCNQ2 inh inactive, Kir21 inh -0.05 and STK33 inh -0.9.
Screening CCCCCCn1c(=O)c(C(=O)Nc2nc(CC(=O)OCC)cs2)c(O)c2ccccc21 returned KCNQ2 inh inactive, Kir21 inh 0.01 and STK33 inh -1.5.
Screening Cc1cc(C)cc(NC(=S)NC2CC3CCCC(C2)N3Cc2cccs2)c1 (configuration not stated) returned KCNQ2 inh inactive, Kir21 inh -2 and STK33 inh -1.3.
For COC(=O)c1c2[n+](cc3cc(OC)c(OC)cc13)CCc1cc(OC)c(OC)cc1-2 the results were KCNQ2 inh inactive, Kir21 inh 1.7 and STK33 inh -0.6.
For O=[N+]([O-])c1ccc(CN2CC=C(c3ccccc3)CC2)cc1 the results were KCNQ2 inh inactive, Kir21 inh 1.7 and STK33 inh -0.2.
`CCN(CC)c1ccc(CNCCc2ccc(F)cc2)cc1` gave KCNQ2 inh inactive, Kir21 inh -0.78 and STK33 inh -0.5.
For C=CCn1c(O)c(C(C)=NCC2CCCO2)c(=O)[nH]c1=O (configuration not stated) the results were KCNQ2 inh inactive, Kir21 inh -0.08 and STK33 inh -0.1.
Screening Cc1cc(OCC(=O)NC(Cc2ccc(Cl)cc2)C(=O)O)c2c3c(c(=O)oc2c1)CCC3 (configuration not stated) returned KCNQ2 inh inactive, Kir21 inh -0.12 and STK33 inh -1.3.
Screening CCOC(=O)[C@@]1(C#N)C(c2ccc(Cl)c(Cl)c2)[C@H](C(N)=O)N2C=C(C(C)=O)C=C[C@H]21 (some centres not stated) returned KCNQ2 inh inactive, Kir21 inh -1.8 and STK33 inh -0.6.
`CCn1ccnc1CN1CCCC(C(=O)c2ccc(SC)cc2)C1` (configuration not stated) gave KCNQ2 inh inactive, Kir21 inh -3.5 and STK33 inh -1.8.
Screening CCC[N+]12CCC(CC1)C(=C(c1ccccc1)c1ccccc1)C2 returned KCNQ2 inh inactive, Kir21 inh 0 and STK33 inh 1.2.
O=C(O)c1ccccc1NC(=O)C1C2CCC(O2)C1C(=O)O (configuration not stated) was read as KCNQ2 inh inactive, Kir21 inh -0.81 and STK33 inh -1.6.
CCn1cc(C(=O)c2cccs2)c2ccccc21 was read as KCNQ2 inh inactive, Kir21 inh 0.46 and STK33 inh 2.7.
For Cc1cccc(OCC(=O)N2CCN(Cc3ccc4c(c3)OCO4)CC2)c1 the results were KCNQ2 inh inactive, Kir21 inh -1.6 and STK33 inh -0.5.
Screening O=C(COc1ccccc1)N1CCN(Cc2c[nH]c3ccccc23)CC1 returned KCNQ2 inh inactive, Kir21 inh 1.9 and STK33 inh -0.6.
`Cn1c(=O)cc(OCCCC(=O)N2CCC3(CC2)OCCO3)c2ccccc21` gave KCNQ2 inh inactive, Kir21 inh 1.1 and STK33 inh -1.1.
`O=c1cccc2n1CC1CC2CN(c2nc(N3CCCCC3)nc(N3CCCCC3)n2)C1` (configuration not stated) gave KCNQ2 inh inactive, Kir21 inh -0.44 and STK33 inh -0.2.
For Cc1cccn2c(=O)c3c(nc12)N1CCc2ccccc2C1C1(C3)C(=O)NC(=O)N(C)C1=O (configuration not stated) the results were KCNQ2 inh inactive, Kir21 inh 1.5 and STK33 inh -1.9.
COc1ccc(OC)c(NC2=NCCS2)c1 was read as KCNQ2 inh inactive, Kir21 inh -0.64 and STK33 inh -0.1.
Cc1c(N=Nc2c(O)n(-c3ccc(Br)cc3)c(=O)[nH]c2=O)c(=O)n(-c2ccccc2)n1C was read as KCNQ2 inh inactive, Kir21 inh -0.11 and STK33 inh -1.7.
Screening COc1ccc(CC(=O)N2CCN(C)CC2)cc1 returned KCNQ2 inh inactive and Kir21 inh -2.4.
Screening COc1ccc(-n2c(O)c(C(C)=NCCCn3ccnc3)c(=O)[nH]c2=O)cc1 returned KCNQ2 inh inactive, Kir21 inh -1.3 and STK33 inh -0.2.
For COc1ccccc1-n1c(CNCC2CCCO2)nc2ccccc2c1=O (configuration not stated) the results were KCNQ2 inh inactive, Kir21 inh 0.95 and STK33 inh 0.1.
Screening CCCCN1C(=O)NC(=O)C2(Cc3cc(C)ccc3N(C)C2)C1=O (configuration not stated) returned KCNQ2 inh inactive, Kir21 inh -0.11 and STK33 inh -0.8.
`OCCN1C2CCC1CC(O)(c1ccc(F)cc1)C2` (configuration not stated) gave KCNQ2 inh inactive, Kir21 inh -0.64 and STK33 inh -0.6.
